# Scp-1 inhibitor: Scp-1 (human) phosphatase inhibition; Q9GZU7; Recombinant Scp1, phosphopeptide, malachite green phosphate absorbance; inhibition, % at 20 µM; 340,000 tested, 0.88% active; AID 493091;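 active = inhibition above about 50% at 20 µM, limit read from the data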;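 note: plate controls were DMSO wells with enzyme for no effect and wells lacking enzyme for full effect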
# Target sequence (Q9GZU7 76-261 limits assumed): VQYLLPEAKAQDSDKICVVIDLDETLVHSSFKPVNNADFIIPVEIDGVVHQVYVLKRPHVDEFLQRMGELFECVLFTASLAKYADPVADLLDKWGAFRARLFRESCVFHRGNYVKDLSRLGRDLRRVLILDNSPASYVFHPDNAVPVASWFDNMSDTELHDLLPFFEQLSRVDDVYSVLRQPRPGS
#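 Test system: SCP-1 catalytic domain; Buffer or medium: Acidic Tris acetate buffer with magnesium and detergent; Also added: Phosphorylated 17-residue peptide substrate; Compound: single 20 µM dose, 1% DMSO; Schedule: enzyme reaction 45 min at room temperature, colour 5 min, stabilisation 30 min; Signal: Phosphate-binding colour reagent, absorbance read at 630 nm.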
# NadD block: blocks S. aureus nicotinate mononucleotide adenylyltransferase; purified NadD enzyme, colorimetric absorbance read-out; inhibition, % at 20 µM; 360,000 tested, 0.78% active; in the data active = inhibition above about 26%; note: some compounds past the cut are filed as inactive
# STEP block: STEP (human) phosphatase inhibition; AID 588621; 360,000 tested, 0.25% active; recombinant STEP, OMFP fluorogenic substrate, fluorescence; inhibition, % at 20 µM;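 active = inhibition at 20 µM, scaled per plate between control wells, above about 37%, limit read from the data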;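 note: 0% = DMSO with enzyme and substrate and 100% = substrate only without enzyme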
#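 System: STEP phosphatase, cell-free reaction; Buffer or medium: Bis-Tris pH 6.0 buffer with DTT, detergent; Incubation: 20 min at room temperature, dark; Measured by: fluorescence, 480/540 nm.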
# Neddylation inh: cullin neddylation inhibition; TR-FRET cullin neddylation, biochemical; calls only at 25 µM; 360,000 tested, 0.58% active; AID 651699; in the data active = inhibition above about 36%
# Target sequence (P61081 whole entry, looked up): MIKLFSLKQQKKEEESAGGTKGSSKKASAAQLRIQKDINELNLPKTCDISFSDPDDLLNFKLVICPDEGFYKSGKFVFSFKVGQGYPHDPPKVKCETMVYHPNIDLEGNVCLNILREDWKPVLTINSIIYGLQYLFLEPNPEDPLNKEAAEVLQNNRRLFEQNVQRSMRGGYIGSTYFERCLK
# Target sequence (Q13564 whole entry, looked up): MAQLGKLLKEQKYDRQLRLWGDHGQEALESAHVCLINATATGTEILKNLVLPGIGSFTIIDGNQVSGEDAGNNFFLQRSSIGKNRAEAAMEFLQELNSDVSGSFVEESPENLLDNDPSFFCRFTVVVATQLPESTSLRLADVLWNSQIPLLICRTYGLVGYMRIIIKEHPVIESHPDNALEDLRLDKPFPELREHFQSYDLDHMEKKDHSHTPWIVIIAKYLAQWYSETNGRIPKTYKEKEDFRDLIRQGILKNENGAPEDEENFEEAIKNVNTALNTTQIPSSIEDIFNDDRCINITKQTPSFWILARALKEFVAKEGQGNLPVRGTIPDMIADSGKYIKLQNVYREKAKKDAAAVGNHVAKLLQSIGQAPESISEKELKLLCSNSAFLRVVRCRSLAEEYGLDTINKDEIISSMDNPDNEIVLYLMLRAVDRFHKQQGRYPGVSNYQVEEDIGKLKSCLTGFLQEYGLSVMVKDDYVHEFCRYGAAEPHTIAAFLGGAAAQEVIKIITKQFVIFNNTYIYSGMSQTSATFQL
# SUMO1 PPI mod: SUMO1-SIM interaction modulation | P63165 | SUMO1 binding to a labelled peptide, TR-FRET, 1 h | inhibition, % at 20 µM | 360,000 tested, 0.33% active | AID 602429; in the data active = inhibition above about 37%
# Target sequence (P63165 whole entry, looked up): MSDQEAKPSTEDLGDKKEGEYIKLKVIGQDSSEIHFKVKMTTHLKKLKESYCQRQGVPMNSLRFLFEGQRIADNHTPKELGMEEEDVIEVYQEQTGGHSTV
# DNMT1 inh: DNMT1 (human) enzyme inhibition | DNMT1 molecular beacon, Hinp1I cleavage, fluorescence | 360,000 tested, 0.83% active | P26358 | inhibition (reported as % activation of signal), % at 10 µM; in the data active = inhibition above about 50%
# SKN-1 block: inhibitors of C. elegans SKN-1; C. elegans VP596 Pgst-4::GFP/RFP ratio, acrylamide-induced, 24 h; inhibition, % at 21.8 µM; 360,000 tested, 0.49% active; AID 624304;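 active = interference check ratio from 0.5 to 1.5 plus GFP to RFP signal ratio inhibition reaching or exceeding a fixed threshold, cut at about 30% in these data, passing the limit was not always enough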; note: some compounds called inactive have numbers as strong as hits
# LMPTP block: blocks human LMPTP phosphatase | P24666 | recombinant LMPTP-A, OMFP fluorogenic substrate, fluorescence intensity | inhibition, % at 20 µM | 360,000 tested, 0.22% active;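 active = compounds that cut the enzyme signal by at least half of the control window in the single-dose screen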;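 note: plate controls were DMSO wells with enzyme plus substrate for no effect and substrate without enzyme for full effect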
#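 Test system: LMPTP-A, protein tyrosine phosphatase of low molecular weight; Input: 0.625 nM enzyme; Incubation: 50 min dark incubation at room temperature; Signal: endpoint fluorescence intensity from OMFP dephosphorylation; Read-out basis: % inhibition versus control wells.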
# CendR NRP1 mod: modulators of CendR peptide binding to human neuropilin-1. O14786. 360,000 tested, 0.85% active. inhibition, % at 25 µM. FAM-RPARPAR peptide binding to NRP-1, fluorescence polarization;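 active = inhibition or corrected inhibition above about 18%, plus a signal ratio from 0.5 to 1.5, limit read from the data, passing the limit was not always enough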; note: strong numbers were not always called active
# TbMetRS inhib: blocks T. brucei methionyl-tRNA synthetase activity | purified T. brucei MetRS, ATP depletion, Kinase-Glo luminescence | inhibition, % at 11.9 µM | 360,000 tested, 0.4% active;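 active = inhibition above a per-plate cutoff of the control wells' mean inhibition plus 3 SD, cut at about 5.5% in these data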;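 note: 0% = DMSO wells median and 100% = median of wells with control inhibitor compound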
#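 Test system – parasite MetRS enzyme · Reagent – substrates ATP, L-methionine and bulk Escherichia coli tRNA · Doses – 11.9 µM compound single dose, 0.9% DMSO · Times – 15 min enzyme-compound preincubation, 2 h reaction, 10 min detection, 25 °C · Signal – Kinase-Glo luminescence, ATP depletion format · Controls – DMSO-only wells as low control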
# Active calls of the source: *; i = inactive; / = no result given; & = joins results of further samples.
SMILES,Scp-1 inhibitor,NadD block,STEP block,Neddylation inh,SUMO1 PPI mod,DNMT1 inh,SKN-1 block,LMPTP block,CendR NRP1 mod,TbMetRS inhib
Cc1ncccc1C(=O)N1CCCC(CCC(=O)N2CCN(c3ccccn3)CC2)C1 (centres undefined),-3,-3,2,i,8,2,-5,-1.0,4,-0.2
O=C(CN1C(=O)CSc2ccc(S(=O)(=O)N3CCOCC3)cc21)N1CCCCC1,-3,1,2,i,3,-1,3,-0.9,0,0.4
CCCCn1nnnc1NCc1cccs1,3,1,-2,i,-3,0,-1,-1.4,3,-0.2
O=C1CC(c2ccc(S(=O)(=O)NCc3ccccc3)cc2)CN1 (centres undefined),2,-4,1,i,1,-3,2,-1.2,0,1.5
Cc1ccc(NC(=O)C2CC(=O)N(Cc3ccccc3)C2)nc1 (centres undefined),-6,-1,-4,i,-29,-1,-7,-8.8,-5,-0.6
CCOC(=O)C1CCCCN1Cc1ccc(F)cc1 (centres undefined),-1,0,-3,i,-3,3,3,-1.4,3,-0.2
Cc1ccc(/C=N/Nc2nc(C(C)(C)C)cs2)o1,-5,2,-1,i,-5,-13,-1,0.0,-1,-0.4
CC(C(=O)NCc1ccc(Cl)cc1)n1cccc1C(=O)c1ccccc1 (centres undefined),3,-8,0,i,3,0,-3,1.0,8,0.6
Cc1cc(C)cc(NC(=S)N2CCN(c3ncc(C(F)(F)F)cc3Cl)CC2)c1,-11,2,1,i,1,8,-8,1.1,8,-1.0
O=C(COC(=O)CNS(=O)(=O)c1ccccc1)Nc1ccc(Cl)cn1,6,3,-3,i,-1,1,-4,-3.3,5,-0.2
CC(C)OCC(O)CS(=O)(=O)Cc1ccccc1 (centres undefined),-5,-1,0,i,-4,3,13,-1.8,1,-0.3
CCN1CCN(c2ccc(S(=O)(=O)N3CCCCC3)cc2NC(=O)C(C)Oc2ccc(F)cc2)CC1 (centres undefined),5,4,-2,i,3,-3,6,-0.7,-8,-0.1
O=C(Nc1ncccn1)c1ccc([N+](=O)[O-])cc1Cl,/,-6,0,i,-27,-2,6,-1.8,12,-1.2
CC(=O)c1c(C)oc2ccc(O)c(CN3CCOCC3)c12,-5,-3,3,i,2,0,-4,-2.3,4,0.3
COc1cc(C(=O)N(C)CCOc2ccc(C)cc2)ccc1OC1CCN(C(C)=O)CC1,-8,3,-1,i,3,-3,12,-2.2,-9,-0.6
O=C(CCn1nnc(-c2cccs2)n1)NCc1ccccc1Cl,-4,-2,-7,i,0,4,-8,-1.9,3,-1.3
Cc1ccc(CNC(=O)C2CCC(=O)N(C3CCCC3)C2)c(F)c1F (centres undefined),1,-1,-2,i,3,1,-7,-0.5,0,0.2
Cc1cc(=O)c2c(=O)[nH][nH]c2[nH]1,/,3,1,i,-1,-4,-16,0.0,-9,0.0
COc1nc(-c2ccccc2)ccc1-c1noc(COc2ccccc2)n1,-22,-6,1,/,0,-12,-9,3.0,-16,0.2
C=CCn1c(SCC(=O)/C(C#N)=C(\C)N)nc2sc(CC)cc2c1=O,-13&-2,-3&-3,-2&-3,i,4&1,-3&-8,26&-24,-1.2&2.0,21&2,-0.3&0.1
CN(CC(=O)Nc1ccc(F)c(F)c1)S(=O)(=O)c1cccc2nsnc12,-7,1,1,i,-24,-2,-17,-0.6,6,-0.5
O=C(/C=C/c1ccccc1[N+](=O)[O-])N1CCN(C(=O)c2ccco2)CC1,-1,-2,-5,i,-18,-7,-3,-0.1,-9,-0.1
O=C(NCc1ccco1)c1ccc(N2CCCC2=O)cc1,0,3,2,i,3,2,0,-0.6,-4,0.1
CCCn1c(NCc2ccccc2NS(=O)(=O)c2ccc(C)cc2)nc2ccccc21,-2,0,-2,i,2,-3,9,3.9,-4,0.9
C/C(=N\NC(=O)COc1ccc(C)cc1[N+](=O)[O-])c1ccc2c(c1)OCCO2,-2,-7,0,i,-5,-2,11,2.3,13,0.1

# No new results follow: 4 of the compounds above.
SMILES,Scp-1 inhibitor,NadD block,STEP block,Neddylation inh,SUMO1 PPI mod,DNMT1 inh,SKN-1 block,LMPTP block,CendR NRP1 mod,TbMetRS inhib
Cc1ncccc1C(=O)N1CCCC(CCC(=O)N2CCN(c3ccccn3)CC2)C1 (centres undefined),-3,-3,2,i,8,2,-5,-1.0,4,-0.2
O=C(CN1C(=O)CSc2ccc(S(=O)(=O)N3CCOCC3)cc21)N1CCCCC1,-3,1,2,i,3,-1,3,-0.9,0,0.4
CCCCn1nnnc1NCc1cccs1,3,1,-2,i,-3,0,-1,-1.4,3,-0.2
O=C1CC(c2ccc(S(=O)(=O)NCc3ccccc3)cc2)CN1 (centres undefined),2,-4,1,i,1,-3,2,-1.2,0,1.5

# (list continues)
SMILES,Scp-1 inhibitor,NadD block,STEP block,Neddylation inh,SUMO1 PPI mod,DNMT1 inh,SKN-1 block,LMPTP block,CendR NRP1 mod,TbMetRS inhib
COc1cc(C(C)=O)ccc1OC(=O)CN1C(=O)c2ccccc2C1=O,7,-7,-1,i,-12,-1,-19,-0.4,2,-0.8
O=C(CCl)c1ccc(Cc2ncc(C(F)(F)F)cc2Cl)s1,-4,2,-4,i,-2,-3,13,0.0,5,-1.1
COc1ccc(-c2nc(SCC(=O)Nc3cc(C)on3)n[nH]2)cc1,-13,-2,-5,i,0,2,22,-7.1,10,-0.6
O=C(c1ccc(NS(=O)(=O)c2cccc(F)c2)cc1)N1CCCCC1,-5,-1,-6,i,5,1,6,-1.3,-6,-0.6
CCN=C1SC(C(=O)Nc2cccc(Cl)c2)CC(=O)N1CC (centres undefined),-9,-9,-1,i,-1,5,-6,1.1,15,0.6
C=CCn1c(SCc2nc3ccccc3[nH]2)nnc1-c1ccc(OC)cc1,-4,-5,-1,i,0,-2,1,-1.0,1,2.5
CCOC(=O)N1CCN(C(=O)CN(C2CCCCC2)S(C)(=O)=O)CC1,3,4,-1,i,-3,-2,-23,-0.9,1,-1.4
O=C(COC(=O)c1c2c(nc3ccccc13)CCCCC2)NCc1ccc2c(c1)OCO2,-4,-4,3,i,4,2,-1,2.0,-7,-0.5
COc1cccc(NC(=O)CSc2nnc(-c3cccc(OC(C)C)c3)n2N)c1,1,-4,-3,i,-1,-4,-1,-0.5,-2,-0.3
CCCCC(=O)Nc1ccc(C(=O)NCCc2ccccc2)cc1,-1,-3,-2,i,-1,9,12,-1.6,15,-1.2
Cc1ccccc1C(=O)Nc1nnc(CC(=O)N/N=C/c2cn(Cc3ccccc3)c3ccccc23)s1,-8,45*,3,i,7,39,12,0.0,-10,-0.2
COc1ccc(OC)c(NC(=O)c2cccnc2)c1,-2,9,0,i,5,-4,-2,0.0,-1,0.1
O=C(CO/N=C/c1ccccc1)Nc1c(F)c(F)c(F)c(F)c1F,6,-5,1,i,1,1,-5,-0.4,11,-0.8
Cc1ccc(CNC(=O)CN2C(=O)C3(OCCCO3)c3ccccc32)cc1,-4,-10,0,i,0,1,8,-0.4,-6,0.1
Cc1ccccc1CCNC(=O)C1CCCN(c2cnccn2)C1 (centres undefined),-5,-4,1,i,-1,1,2,-1.4,8,0.1
O=C(c1cc2ccccc2oc1=O)N(Cc1ccccc1)CC1CCCO1 (centres undefined),1,0,0,i,-3,2,22,-0.6,-6,0.2
CCOC(=O)c1cnc2c(C)c(Cl)ccc2c1N1CCN(CC)CC1,-6,-12,2,i,-10,3,-4,2.5,13,-0.9
Cn1cc2cc(NC(N)=S)ccc2n1,-5,1,0,i,-2,1,-9,-1.1,-1,-0.3
O=C(NCCCn1ccnc1)Nc1ccc2c(c1)OCO2,34,-7,-1,i,-3,1,11,0.2,-11,-0.1
Nc1nc(CN2CCN(c3ccccc3)CC2)nc(N2CCCc3ccccc32)n1,-5,9,11,i,2,-7,-6,0.3,2,0.3
CC(=O)c1c(C)[nH]c(C(=O)CSc2nc3ccccc3n2C)c1C,-3,1,-1,i,3,31,-5,0.4,-10,0.6
S=C(NNc1ccnc2cc(Cl)ccc12)Nc1ccccc1Cl,-2,19,-1,i,-9,-12,3,8.7,-33,0.1
CCN(CC)CCCn1c(C)cc2c(c1=O)C(c1ccccc1)C(C#N)=C(N)O2 (centres undefined),-2,-2,-3,i,-1,0,-23,-0.6,-8,-1.2
CN(CC(=O)NCc1ccccc1F)S(=O)(=O)c1ccc(Cl)cc1,-4,-5,-2,i,0,0,-4,-0.8,2,-1.4
CCN(CC)S(=O)(=O)c1ccc(N2CCOCC2)c(NC(=O)c2nn(C(C)C)c(=O)c3ccccc23)c1,/,-3,2,i,2,-2,11,1.6,-5,-0.3
Cc1nnsc1S(=O)(=O)c1ccccc1,-6,1,0,i,-4,3,0,-0.6,-5,0.0
COc1cc(-c2cc(=O)c3c(C)cc(O)cc3o2)cc(OC)c1OC,5,-4,4,i,7,-7,9,-1.6,1,0.2
COc1ccc(COC(=O)c2cccc(S(=O)(=O)N3CCCC3)c2)cc1F,-10,-2,0,i,17,-3,-4,1.5,4,-0.5
CCCc1cc(C(=O)Nc2cc(Br)ccc2O)no1,-9,-4,1,i,1,3,4,0.3,-18,-1.1

# By substructure, the compounds so far with a nitro group on carbon (three)
SMILES,Scp-1 inhibitor,NadD block,STEP block,Neddylation inh,SUMO1 PPI mod,DNMT1 inh,SKN-1 block,LMPTP block,CendR NRP1 mod,TbMetRS inhib
O=C(Nc1ncccn1)c1ccc([N+](=O)[O-])cc1Cl,/,-6,0,i,-27,-2,6,-1.8,12,-1.2
O=C(/C=C/c1ccccc1[N+](=O)[O-])N1CCN(C(=O)c2ccco2)CC1,-1,-2,-5,i,-18,-7,-3,-0.1,-9,-0.1
C/C(=N\NC(=O)COc1ccc(C)cc1[N+](=O)[O-])c1ccc2c(c1)OCCO2,-2,-7,0,i,-5,-2,11,2.3,13,0.1

# A second format for part of the listing above.
# Every second line gives: Scp-1 inhibitor	NadD block	STEP block	Neddylation inh	SUMO1 PPI mod	DNMT1 inh	SKN-1 block	LMPTP block	CendR NRP1 mod	TbMetRS inhib
- CCCCn1nnnc1NCc1cccs1
→ 3	1	-2	i	-3	0	-1	-1.4	3	-0.2
- O=C1CC(c2ccc(S(=O)(=O)NCc3ccccc3)cc2)CN1 (centres undefined)
→ 2	-4	1	i	1	-3	2	-1.2	0	1.5
- Cc1ccc(NC(=O)C2CC(=O)N(Cc3ccccc3)C2)nc1 (centres undefined)
→ -6	-1	-4	i	-29	-1	-7	-8.8	-5	-0.6
- CCOC(=O)C1CCCCN1Cc1ccc(F)cc1 (centres undefined)
→ -1	0	-3	i	-3	3	3	-1.4	3	-0.2

# High-throughput results deposited in PubChem by several laboratories.

# Compounds as they come; overall some 4.6% were active at least once.
